RMI FANCM FP – blocks RMI1/RMI2 complex binding to FANCM MM2 peptide | Fluorescence polarization, RMI core complex with F-MM2 peptide; hits give low values | FP signal (polarization) at 33 µM | 0.58% of 70,000 active | AID 1159607; in the data active = FP signal below about 40; note: inactives centre near 61; strong numbers were not always called active; unit not given here
* marks the source's active call; other numbers are inactive results; & = joins results of further samples. These rows are one share of the data. The share of hits here may be higher or lower than overall.

SMILES	RMI FANCM FP
CC(C)SC(=O)c1scc(S(C)(=O)=O)c1Cl	46
Cc1nnc(NC(=O)CSc2nnc(-c3ccccc3C)o2)s1	74
N#Cc1c(-c2cccs2)cc(-c2cccs2)nc1N	54
CCOC(=O)Cc1nn(C)c(=O)c2ccccc12	56
CCOC(=O)N1CCN(C(=O)Cc2csc(Nc3cccc(C(F)(F)F)c3)n2)CC1	60
O=S(=O)(NCc1nnnn1-c1ccc(F)c(F)c1)c1cccc(Cl)c1	58
Cn1cccc1C(CNS(=O)(=O)c1ccc(C(C)(C)C)cc1)N1CCCC1 (stereo not drawn)	70
N#C/C=C(\Nc1ccc(F)cc1F)c1ccccc1Cl	65
CCOc1ccc(-c2noc(Cn3nc(-c4ccc(F)cc4)ccc3=O)n2)cc1OC	91
CCOC(=O)/C(C#N)=C1\SCC(C)(O)N1c1c(F)cccc1F (stereo not drawn)	61
Cc1ccc(Cl)c2sc(NCCCN3CCOCC3)nc12	66
Cc1onc(-c2ccccc2)c1-c1nc(CSc2nc3ccccc3[nH]2)no1	58&63
COC(=O)c1ccc(NC(=O)CSc2ncnc3c2cnn3-c2cccc(Cl)c2)cc1	70
CN(C)C(=O)c1cc2cc(Br)ccc2oc1=O	60
O=C(OCC(=O)c1ccc(Cl)cc1Cl)c1ccc2ccccc2n1	62
CCOC(=O)c1cccc(CO/N=C(/C)c2ccc(Cl)c(Cl)c2)c1	66
Cc1ccc(NC(=S)N=CN(C)C)c(C)c1	61
CC(C)(C)C(=O)N1CCc2ccc(NC(=O)Cc3ccc(F)cc3)cc21	68
CCOC(=O)c1c(NC(=O)CSc2cn(CCNC(=O)c3ccc4ccccc4c3)c3ccccc23)sc2c1CCC2	62
O=C(Cn1ccn(-c2cccc3ccccc23)c(=O)c1=O)c1ccc(F)cc1	54
CC(C)Oc1ccc(C(=O)NCC(c2ccc(N(C)C)cc2)N2CCc3ccccc3C2)cc1 (stereo not drawn)	60
CC(=O)c1sc(NC(=O)CSc2ccc(F)cc2)nc1-c1ccccc1	59
CCN1CCN(c2nc3ccc(OC(=O)c4ccc(F)cc4)cc3s2)CC1	58
COc1ccc(C(=O)Nc2nnc(-c3cccc(S(C)(=O)=O)c3)o2)cc1	65
Cc1ccc(-c2cc3c(SCC(=O)Nc4ccccc4C#N)nccn3n2)cc1	118

Three records picked at random from the list so far, as already listed:
SMILES	RMI FANCM FP
O=S(=O)(NCc1nnnn1-c1ccc(F)c(F)c1)c1cccc(Cl)c1	58
N#C/C=C(\Nc1ccc(F)cc1F)c1ccccc1Cl	65
N#Cc1c(-c2cccs2)cc(-c2cccs2)nc1N	54

Laid out differently: 4 of the compounds above.
CCOC(=O)/C(C#N)=C1\SCC(C)(O)N1c1c(F)cccc1F (stereo not drawn)
  RMI FANCM FP: 61

CCOC(=O)c1cccc(CO/N=C(/C)c2ccc(Cl)c(Cl)c2)c1
  RMI FANCM FP: 66

N#C/C=C(\Nc1ccc(F)cc1F)c1ccccc1Cl
  RMI FANCM FP: 65

Cc1nnc(NC(=O)CSc2nnc(-c3ccccc3C)o2)s1
  RMI FANCM FP: 74

Next records follow:
SMILES	RMI FANCM FP
C/C(=N/N=C1\NC(=O)C(CC(=O)O)S1)c1ccccc1Cl (stereo not drawn)	55
Cc1nc(Nc2ccccc2)sc1C(=O)c1ccc2c(c1)OCCCO2	56
N#Cc1c(Cl)cccc1Oc1ccc(-c2nnco2)cc1	62
Cc1cc(Cl)n2nc(C)c(-c3ccc(Cl)cc3)c2n1	107
CC1=CC(=C(C#N)C#N)C=C(c2ccccc2)N1Cc1ccccc1	124
COc1cccc(S(=O)(=O)NCC(=O)N2CCCC2)c1	75
O=C(CSc1nc(=O)n(CCCN2CCOCC2)c2c1CCC2)Nc1ccccc1	54
Cc1cc(S(=O)(=O)Nc2ccccc2C(=O)NCC2CC2)c(C)cc1Cl	55
NC(=O)c1c(NC(=O)c2ccc(Cl)cc2)sc2c1CCCC2	66
Brc1ccc(C2NCCn3cccc32)cc1 (stereo not drawn)	68
Cc1ccc(/C=C(\C#N)C(=O)Nc2ccccc2O)o1	59
CC[N+](C)(C)Cc1ccccc1Br	50&45
CN(C)CCN(Cc1ccccc1)c1ccccn1	59
CC(C)(C)OC(=O)N[C@@H](Cc1ccccc1)C(=O)NNC(=S)c1ccc2c(c1)OCCO2	51
Cc1[nH]c2nc3c(c(=O)n(C)c(=O)n3C)n2c1C	52
COc1ccccc1CNC(=O)CSc1ncc(-c2ccc(Cl)cc2)n1C	58
COc1ccc2[nH]c(C(=O)Nc3ccc4c(c3)OCO4)cc2c1	49
Cc1ccc(CNC(=O)c2sc(=S)n(-c3cc(C)ccc3C)c2N)cc1	66
Cc1cc(NC(=O)C(=O)NCCCCN2CCOC(c3ccccc3)C2)no1 (stereo not drawn)	71
CC(NCCN(C)C)C(=O)C12CC3CC(CC(C3)C1)C2 (stereo not drawn)	77
Cc1cc(C(=O)Nc2nc(-c3cc(Cl)sc3Cl)cs2)on1	64
COc1cc(OC)c2c(c1Cl)OC1(C2=O)C(O)=CC(=O)CC1C (stereo not drawn)	61
Cc1ccc2sc(N3CCN(C(=O)/C=C/c4ccc([N+](=O)[O-])cc4)CC3)nc2c1C	52
CCN(CC)S(=O)(=O)c1ccc(C(=O)N2CCC3(CC2)CC(=O)c2ccccc2O3)cc1	55
Cc1ccc(CNC(=O)CCc2csc(NC(=O)c3ccc(=O)[nH]c3)n2)cc1	65

The last two records of the part before open the next one.
SMILES	RMI FANCM FP
CCN(CC)S(=O)(=O)c1ccc(C(=O)N2CCC3(CC2)CC(=O)c2ccccc2O3)cc1	55
Cc1ccc(CNC(=O)CCc2csc(NC(=O)c3ccc(=O)[nH]c3)n2)cc1	65
O=c1sc2ccccc2n1Cc1nnc(SCc2ccccn2)n1-c1ccccc1	62
COC(=O)c1c(C)[nH]c(C(=O)CSc2nc(C)nc3sc(-c4ccccc4)cc23)c1C	100
NCC(O)COc1c(Cl)cccc1Cl (stereo not drawn)	62
Cc1ccc(-n2nnc(C(=O)OCc3ccccc3)c2C)cc1C	66
Cc1nc2cc3c(cc2s1)OCO3	57
CC(C)Oc1ccc(C(=O)NCCc2ccc(N(C)C)cc2)cc1	68
COc1cccc(C2C3=C(CC(C)(C)CC3=O)OC3=C2C(=O)CC(C)(C)C3)c1O	53
Clc1cccc(-c2noc(-c3ccsc3)n2)c1	57
N#CC(C(=O)c1cccs1)=C1SCCS1	58&56
CCS(=O)(=O)N1CCc2ccc(NC(=O)COc3ccc(F)cc3)cc2C1	62
COc1ccc(-c2csc(Nc3cccnc3)n2)cc1	53
Cn1cc(Cl)c(/C=C(\C#N)S(=O)(=O)C(C)(C)C)n1	52&53
C=C(C)c1cccc(C(C)(C)NC(=O)NNc2nc(C)cc(C)n2)c1	66
NC(=O)Cn1ccn(-c2cccc3ccccc23)c(=O)c1=O	55
CCN(CC)CCN(C(=O)c1ccc(S(=O)(=O)N2CC(C)OC(C)C2)cc1)c1nc2ccc(F)cc2s1 (stereo not drawn)	75
O=C(CSc1ccc2nnc(CCNS(=O)(=O)c3ccccc3)n2n1)Nc1ccc2c(c1)OCO2	61
Cc1cc(-c2nnc(NC(=O)C3CCN(S(C)(=O)=O)CC3)o2)n(C)n1	67
Cc1ccc(NC(=O)c2ccno2)c(C(=O)c2ccccc2)c1	51
O=C(/C=C/c1ccc2c(c1)OCO2)N1CCN(Cc2nc(-c3ccco3)cs2)CC1	62
COc1ccccc1-c1nc(SCCN2CCCC2)c2c(=O)n(C)c(=O)n(C)c2n1	80
Cc1cccc(CC(=O)Nn2cnc3c(cnn3-c3cccc(Cl)c3)c2=O)c1	63
O=C(Cc1csc(NC(=O)c2ccco2)n1)Nc1ccc2c(c1)OCCO2	56
c1csc(C2Nc3ccccc3O2)c1 (stereo not drawn)	65
O=C(Nc1ccc(CN2CCN(c3ccccn3)CC2)cc1)c1ccc(F)c(F)c1	61
COCCn1c(=NC(=O)C2CC2)sc2cc(Br)ccc21	79
The results go on:
SMILES	RMI FANCM FP
CC1(C)O[C@@H]2CC3C4C[C@H](F)C5=CC(=O)C=CC5(C)C4C(O)CC3(C)[C@]2(C(=O)CO)O1 (stereo partly drawn)	62
Cc1sc(NC(=O)c2ccccc2)c(C(c2cccs2)N2CCN(CCO)CC2)c1C (stereo not drawn)	62
O=C(/C=C/c1ccc(F)cc1)c1ccco1	65
C#CCn1c(=NC(=O)c2ccnn2C)sc2cc(S(C)(=O)=O)ccc21	71
COC(=O)c1ccc(NC(=O)CSc2nnc(NC(=O)NC(C)(C)C)s2)cc1	55
Cc1cc(NC(=O)C(=O)NCC2CCN(C3CCCC3)CC2)c2ccccc2n1	77
COc1ccc(Cn2c(=O)c3ncccc3n(Cc3ccc(C(F)(F)F)cc3)c2=O)cc1	56
CC(C)(C)c1ccc(C(=O)Nc2ccc3c(c2)CN(C(=O)c2ccco2)CC3)cc1	65
O=C(Nc1cccc2c1C(=O)c1ccccc1C2=O)c1ccccc1Cl	67
COc1ccc(C(=O)N2CCN(c3ccc(-n4nc(C)c(C)c4C)nn3)CC2)cc1	54
COc1ccccc1NC(=O)C1CCCN(c2ccc(-c3ccccc3OC)nn2)C1 (stereo not drawn)	61
COC(=O)c1ccc2nc(NC(=O)c3nc4ccccc4s3)sc2c1	64
CCOC(=O)CC(NC(=O)C(=O)c1c[nH]c2ccccc12)c1ccc(C)cc1 (stereo not drawn)	61
Nc1ccc(Oc2cc(C(F)(F)F)ccc2Cl)cc1F	55
CCC(C)Nc1ncnc2sccc12 (stereo not drawn)	64
Cc1cc(C(=O)N2CC(=O)Nc3ccccc32)nn1C	55
Cc1noc(C)c1S(=O)(=O)N1CCN(Cc2nc(C(C)(C)C)cs2)CC1	63
CC(C)=NSc1ccc(C)cc1[N+](=O)[O-]	64
CS(=O)(=O)c1ccc(-c2cc(Br)sc2-c2ccc(F)cc2)cc1	63
COC(=O)c1cnc(SCc2ccc([N+](=O)[O-])cc2)n1C	59
COC(=O)c1ccc(-c2csc(NC(=O)C3CCCC3)n2)cc1	73
Cc1cc(=O)[nH]c(-n2nc(C)c(CCC(=O)NCc3ccc4c(c3)OCO4)c2C)n1	65
CS(=O)(=O)Nc1ccc(C2=NN(C(=O)c3cccs3)C(c3cccc([N+](=O)[O-])c3)C2)cc1 (stereo not drawn)	60&52
Cc1ccc(-c2ccc(S(=O)(=O)N3CCN(C)CC3)cc2)cc1	51
O=C(CSc1c(-c2ccccc2)[nH]c2ccccc12)Nc1ccccc1F	59
(further entries)
SMILES	RMI FANCM FP
Cc1ccc(C)n1CCN1CCN(C(=O)c2cccc(C(F)(F)F)c2)CC1	63
COc1cc(Cl)ccc1NC(=O)Cn1nc([N+](=O)[O-])c(Br)c1C	59
CCOc1ccc(NC(=O)C(=O)NCC(c2cccn2C)N2CCCC2)cc1 (stereo not drawn)	67
CCOC(=O)c1c[nH]c2ccccc2c1=O	54&48
COc1ccc(-c2cc3c(SCc4cccc(Cl)c4)nccn3n2)cc1	75
COc1cccc2cc(C(=O)N(CCn3cccn3)c3nc4c(F)cccc4s3)oc12	118
COCC(=O)Nc1cccc(-c2ccc3nnc(C)n3n2)c1	53
O=S(=O)(NC1Cc2ccccc2C1)c1cccc2nonc12	56
COC(=O)c1c(C)oc(C)c1S(=O)(=O)N1CCC(O)(c2ccc(Cl)cc2)CC1	57
O=C(CSc1ncc(-c2cccc(Cl)c2)o1)Nc1cc(F)ccc1F	98
O=S(=O)(/C=C\c1ccccc1)N1CCN(c2ccc(-c3ccccc3)nn2)CC1	87
CC(C)(C)N1CCN(C(C)(C)C)C1=O	59
CSc1ccc(-c2nnc(NC(=O)c3ccco3)o2)cc1	57
Cc1ccc(S(=O)(=O)N2CCc3ccc(NC(=O)c4cc5ccccc5oc4=O)cc3C2)cc1	68
O=C(CSc1ccc(F)cc1)NCCSCc1ccco1	59
COc1cc(/C=C2\SC(=S)N(CC(=O)O)C2=O)cc([N+](=O)[O-])c1O	110
COC(=O)C1C(=O)NC(SCC(=O)NCc2ccccc2)=C(C#N)C1c1ccc(C(C)C)cc1 (stereo not drawn)	58&58
CC(=O)NNc1ncnc2c1sc1ncccc12	58
COc1ccccc1OCC(=O)Nc1ccc2c(c1)CN(C(=O)c1ccccc1)CC2	63
COc1ccc(Cl)cc1-n1c(N)c(C(=O)NCc2ccco2)sc1=S	64
N[C@H](C(=O)O)c1cc(O)cc(O)c1	60
CCOc1ccc(NC(=O)C(C)Cn2cncn2)cc1 (stereo not drawn)	62
COc1ccc(-c2nc(C(N)=O)c3[nH]c(=O)n(-c4ccc(C(C)(C)C)cc4)c3n2)cc1OC	93
Cc1ccc(N2C(=O)C3C4C=CC(C3C2=O)C2C(=O)N(c3ccc(C)c(C)c3)C(=O)C42)cc1C (stereo not drawn)	60
O=C(/C=C/c1ccccc1)c1ccc(O[C@@H]2O[C@H](CO)[C@@H](O)[C@H](O)[C@H]2O)cc1O	67
Continued:
SMILES	RMI FANCM FP
CC(=O)Nc1nnc(-c2cccc(C)c2)o1	64
CCOc1ccc(CCNC(=O)c2c(O)c3ccccc3[nH]c2=O)cc1OCC	66
Cc1nc(SCc2ccccc2)[nH]c(=O)c1CC(=O)Nc1ccc(OC(F)(F)F)cc1	61
O=C(Cc1csc(NC(=O)C2CCC(=O)N2)n1)Nc1ccc2c(c1)OCO2 (stereo not drawn)	71
O=C1NN=CN2N=C(c3ccccc3)CC12 (stereo not drawn)	54
O=C(c1ccncc1)N1CCc2cc(S(=O)(=O)NC3CCCC3)ccc21	62
Nc1ccccc1C(=O)NNC(=O)c1cccnc1Oc1ccccc1	54
CC(=O)O[C@H]1[C@H](OC(C)=O)[C@H](OC(C)=O)CO[C@@H]1c1nc2ccccc2s1	55

At a glance, four of the compounds above:
SMILES	RMI FANCM FP
CC(C)SC(=O)c1scc(S(C)(=O)=O)c1Cl	46
Cc1nnc(NC(=O)CSc2nnc(-c3ccccc3C)o2)s1	74
N#Cc1c(-c2cccs2)cc(-c2cccs2)nc1N	54
CCOC(=O)Cc1nn(C)c(=O)c2ccccc12	56

Bioassay records deposited in PubChem by Small Molecule Screening Facility, UW Madison.
